Bioassay records: PubChem BioAssay, National Center for Advancing Translational Sciences (NCATS)
Tau ThT inhib = qHTS for Inhibitors of Tau Fibril Formation, Thioflavin T Binding. AID 1460, 2008. Microtubule-associated protein tau (Homo sapiens), P10636. Potency, µM (titrated, usually from 57.4 µM), inactives show at the top dose activity, negative = inhibition, usual class: inhibitors. hit rate 2.1% among 270,000. recombinant tau K18 P301L, heparin-induced fibrillization, ThT fluorescence; further: on the % scale 0 is the no-effect control and ±100 the full control effect; nearly all actives have a fitted effect of over 55% in size
Target sequence (P10636 561-689 P618L limits assumed): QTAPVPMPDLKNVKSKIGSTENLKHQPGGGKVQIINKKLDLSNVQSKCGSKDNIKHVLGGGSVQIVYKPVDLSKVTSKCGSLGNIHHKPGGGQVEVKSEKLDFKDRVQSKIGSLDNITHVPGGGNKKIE
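Using a mix of unlabeled (15 uM) and Alexa 594-labeled (0.24 uM) tau K18 P301L, heparin-triggered fibrillization over 6 hr at 37 C was scored by ThT fluorescence.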
SMN2 splice enh = qHTS Assay for Enhancers of SMN2 Splice Variant Expression; HEK293 SMN2-luciferase splicing reporter, luminescence, 30-36 h; Potency, µM (doses to about 46.1 µM), for the others: at the top dose activity change, positive = activation, hits mostly activators; hit rate 2.8% among 210,000; AID 1458, 2008; further: % of control where 0% means no effect; nearly all actives have a fitted effect of over 55% in size
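qHTS luciferase splicing reporter: luminescence rises when SMN2 exon 7 is included in transfected HEK293 cells. Compound exposure lasted 30-36 h at 37C, with 4.5 mM final sodium butyrate as control, followed by a ONE-Glo read.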
* marks the source's active call; other numbers are inactive results; u = inconclusive; [ ] = dose if it differs, or a comment. The call rests on the fitted dose curve; in most records, active means well fitted curve in the direction sought with a large enough effect; inconclusive means small, poorly fitted or top-dose-only effect, or another doubt; inactive means no such curve, though single readings can be large; an effect the other way counts as inactive or inconclusive. Potency means the concentration at half of the fitted maximal effect. Some of the compounds tested, so the mix of outcomes need not match the whole.

structure | Tau ThT inhib | SMN2 splice enh
CCOC(=O)CNC(=O)c1ccc(-c2nn(C)c(=O)c3ccccc23)cc1 | -12% | 10%
COC(=O)c1cc2occc2n1CC(=O)Nc1ccc(C(C)C)cc1 | -2% | -5%
CCN1C(=O)C(Cc2nc3ccccc3c(=O)n2-c2cccc(C)c2)c2ccccc21 (stereo not drawn) | -4% | 11%
COc1ccc(C)cc1NS(=O)(=O)c1ccc2c3c(cccc13)C(=O)N2 | -13% | -45%[inhibitor]
COc1cccc(C2CC(=O)Nc3c2c(=O)nc2c(C)cccn32)c1 (stereo not drawn) | -11% | 4%
CCOC(=O)c1c(C)oc2ncnc(Nc3ccc(OC)cc3OC)c12 | 1% | -1%
CCOc1ccc(-c2cnc(NCc3cccc(Cl)c3)n2C)cc1 | u | -9%
CCOC(=O)c1c(NC(=O)Cc2coc3cc(C)cc(C)c23)sc2c1CCC2 | u | -2%
O=C(CN(c1cc(C(F)(F)F)ccc1Cl)S(=O)(=O)c1ccccc1)NCCc1ccccc1 | -21% | -10%
Cc1ccc(-c2cc(C(=O)NCc3cnn(C)c3C)c3ccccc3n2)cc1C | u | u
COc1ccc(Br)c(C(=O)Nc2cc3c(cc2N2CCCCC2)n(C)c(=O)c(=O)n3C)c1 | u | -4%
COc1ccc(Cl)cc1NC(=O)c1ncn(-c2ccccc2)n1 | -4% | -1%
CCc1nn(CC(=O)NCC(C)c2ccccc2)c(=O)c2cc3occc3n12 (stereo not drawn) | -13% | -13%
CCN(CCCNC(=O)c1cc2cc3cc(OC)ccc3nc2s1)c1ccccc1 | u | -20%
CCn1c(CNC(=O)C23CC4CC(CC(C4)C2)C3)nnc1SCC(=O)Nc1ccccc1 | -1% | 3%
COc1ccc(NC(=O)CN(C)S(=O)(=O)c2ccc3c(c2)c(=O)n(C)c(=O)n3C)cc1 | 1% | 1%
Cn1nc(-c2ccccc2F)c2cc(C(=O)NCCc3ccc(Cl)cc3)sc21 | -6% | -14%
CCOCCCn1c(=N)c(C(=O)NCc2cccnc2)cc2c(=O)n3cc(C)ccc3nc21 | -8% | 12%
Cc1coc2cc3oc(=O)c(CC(=O)N4CCCCC4)c(C)c3cc12 | -1% | -3%
Cc1ccc(-n2nc(CO)c(C(=O)NC(C)c3ccccc3)n2)cc1C (stereo not drawn) | -4% | -12%

The listing continues:
structure | Tau ThT inhib | SMN2 splice enh
Fc1ccc(Cc2cn3cc(-c4ccc(Cl)cc4)nc3s2)cc1 | 1% | u
Cc1c(CNC2CCCCC2)c(C(=O)O)c(C)n1Cc1ccccc1F | 0% | 5%
Cc1ccc(C(=O)c2cn(Cc3cc(C)ccc3C)c3nc(C)ccc3c2=O)cc1 | u | 8%
COc1ccccc1NC(=O)c1ccc2oc(=O)c(S(=O)(=O)c3ccccc3)cc2c1 | 1% | -6%
Cc1cccc(C(C)C)c1NC(=O)C1CCCN1S(=O)(=O)c1cccc2nsnc12 (stereo not drawn) | 0% | -32%[inhibitor]
COc1ccc(CNC(=O)C2CCN(S(=O)(=O)c3ccc4c(ccn4C)c3)CC2)cc1 | -2% | 8%
CSc1ccc(CCNC(=O)CN2C(=O)COc3ccc(S(=O)(=O)N4CCCC4)cc32)cc1 | -7% | -8%
CCN(CC)CCCNC(=O)CCCn1ncn2c(cc3occc32)c1=O | 1% | -3%
O=C(CCn1c(=O)c2ccccc2n(CC(=O)Nc2ccc(F)cc2)c1=O)NCCc1ccccc1 | -1% | -4%
CCCOc1ccc(CNC(=O)c2oc3ccc4c(c3c2C)C(=O)CC(C)(CC)O4)cc1 (stereo not drawn) | -12% | -23%
CCOc1ccc(NC(=O)CC2C(=O)N(c3ccc(C)cc3)C(=O)N2Cc2ccc(OC)cc2)cc1 (stereo not drawn) | 1% | -2%
CCc1ccc(-n2c(=O)c3c4c(sc3n(CC(=O)NCCCOC)c2=O)CCC4)cc1 | -10% | -2%
Cc1cc(C)cc(NC(=O)CSc2oc(-c3ccccc3)nc2S(=O)(=O)c2ccccc2)c1 | 6% | 4%
COc1ccc(Cn2c(SCC(=O)N3CCN(c4ccc(F)cc4)CC3)nc3ccccc32)cc1 | -17% | -9%
COCCCNC(=O)C1CCN(c2cc(C)nc3c(-c4ccc(OC)c(OC)c4)c(C)nn23)CC1 | -10% | -3%
CCCCSCCCNC(=O)c1cn(C)c2ccc(S(=O)(=O)N3CCCC3)cc2c1=O | 1% | -1%
O=C(NCc1ccc(F)cc1)c1cc2c(=O)n3ccccc3nc2s1 | -9% | 2%
Cc1c2cnn(CC(=O)O)c(=O)c2c(C)n1Cc1cccc(Cl)c1 | 3% | 4%
Cc1ccc(S(=O)(=O)N(CC(=O)Nc2ccc(Cl)cc2Cl)c2ccccc2C)cc1 | -3% | -29%
COc1cc2c(cc1NC(=O)COc1ccc(Cl)cc1Br)oc1ccccc12 | -23% | 3%

New compounds follow
structure | Tau ThT inhib | SMN2 splice enh
O=C(c1cc2cc3ccc(Cl)cc3nc2o1)N1CCN(c2cccc(Cl)c2)CC1 | u | -10%
Cc1cc(Br)ccc1NC(=O)C1CCN(S(=O)(=O)c2ccc(Br)s2)CC1 | -2% | 2%
CCCCOc1ccccc1C1CC(=O)Nc2ccc3ccccc3c21 (stereo not drawn) | -3% | -21%
O=C(Nc1ccc(F)cc1)c1csc2c1CCCCC2 | -17% | u
CC(C)OCCCNC(=O)c1cc2c(-c3ccc(Cl)cc3)nn(C)c2s1 | -3% | -3%
Cc1cccc(N2CCN(C(=O)c3cc4c(=O)n(C)c5ccccc5c4s3)CC2C)c1 (stereo not drawn) | -13% | 0%
COC(=O)c1c(NC(=O)Cc2coc3ccc(C)cc23)sc2c1CCC2 | -15% | 2%
COc1cc(OC)c(C2CC(=O)Nc3ccc4ccccc4c32)cc1OC (stereo not drawn) | -13% | -5%
CCCCN1C(=O)C(O)(CC(=O)c2ccc(C)cc2C)c2cc(Br)ccc21 (stereo not drawn) | u | -11%
O=C(CSc1nc2ccccc2nc1Cc1ccccc1F)Nc1cccc(C(F)(F)F)c1 | -13% | -2%
CN(C)c1ccc(-c2nc(-c3cccs3)c(-c3cccs3)[nH]2)cc1 | u | 6%
CCC(=O)Oc1c(Sc2ccc(C)cc2)c(C)nn1-c1ccccc1 | u | 23%
Cc1ccc(S(=O)(=O)c2cn(CC(=O)Nc3ccc4c(c3)OCO4)c3ccccc3c2=O)cc1 | -3% | 13%
COc1ccc(S(=O)(=O)c2c(Nc3cccc(C)c3C)sc(C(=O)c3ccccc3)c2N)cc1 | 3% | -11%
CC(C)(Oc1ccc(Cl)cc1)C(=O)Nc1ccc(-c2nc3ncccc3o2)cc1 | -6% | 3%
COCc1cc(C)nc2sc(C(=O)Nc3ccccc3O)c(N)c12 | u | -11%
O=S(=O)(c1ccc(F)cc1)N(Cc1nc(-c2ccc(Cl)cc2)no1)C1CCCCC1 | 7% | 6%
CCc1nnc2c(Nc3cccc(F)c3)nc3ccc(C(=O)c4ccccc4)cc3n12 | 3% | -3%
Cc1ccc(Cn2c(SCc3ccc(C(=O)NC4CCCCC4)cc3)nc3ccncc32)cc1 | u | -14%
Cc1ccc(NC(=O)C2CCCN2S(=O)(=O)c2cccc3cccnc23)cc1 (stereo not drawn) | -14% | -3%

The results go on:
structure | Tau ThT inhib | SMN2 splice enh
COc1ccc(OC)c(NC(=O)c2cc(=O)c3c(C)cc(C)cc3o2)c1 | u | 2%
CCOC(=O)C1(C)C=C(Nc2ccc(Br)cc2)C(=O)N1c1ccccc1 (stereo not drawn) | 6% | 14%
CCOCCCNC(=O)c1ccc2c(=O)n(CCc3ccccc3)c(=O)[nH]c2c1 | -10% | 1%
CCn1c(=O)c2cc(C(=O)N(CCN(C)C)Cc3ccccc3)sc2c2ccccc21 | -14% | -1%
Cc1nn(C)c(C)c1S(=O)(=O)N(CC(=O)NCCc1ccc(Cl)cc1)c1ccc(C(C)C)cc1 | -5% | -6%
Nc1c(C(=O)Nc2ccc(Cl)c(C(F)(F)F)c2)sc2nc(-c3ccncc3)ccc12 | u | -2%
O=C(Nc1ccc(F)cc1F)C1CCN(C(=O)c2cnn(-c3ccccc3)c2-n2cccc2)CC1 | -4% | -50%[inhibitor]
COc1ccc(C(C(=O)NCc2ccccc2)N(C(=O)Cn2nnc3ccccc32)c2ccc(OC)cc2)cc1 (stereo not drawn) | 7% | 9%
CCOc1ccc(NC(=O)CN2C(=O)C(c3ccc(Cl)cc3)=NC2(C)C)cc1 | 4% | 2%
COc1ccc(NC(=O)CN(c2ccc(C)cc2)S(=O)(=O)c2cccs2)cc1OC | 2% | 1%
CCOc1ccc(OCC)c(NC(=O)c2cc(-c3cccs3)nc3ccccc23)c1 | 5% | 7%
Cc1ccc(CNC(=O)CCCn2c(=O)c3ccccc3n(Cc3ccccc3C)c2=O)cc1 | 1% | -6%
CCOc1ccc(C2=NC(c3cccs3)=Nc3ccc(C(C)C)cc3N2)cc1 | u | u
COc1ccc2oc(=O)c(C(=O)NCCc3c(C)[nH]c4ccc(C)cc34)cc2c1 | u | 9%
COC(=O)COc1ccc(Oc2nc(NC(C)(C)C)nc(N3CCOCC3)n2)nn1 | 0% | -8%
COC(=O)C(NC(=O)CCc1c(C)nc2c(c(C)nn2-c2ccccc2)c1C)C(C)C (stereo not drawn) | -11% | -2%
CCCN(CCC)C(=O)CN1C(=O)CSc2ccc(S(=O)(=O)N3CCC(C)CC3)cc21 | -6% | 17%
Nc1nc(Nc2ccccc2F)sc1C(=O)c1ccc(Cl)cc1 | 25µM* | 14µM*
Cc1cccc(Cn2c(-c3cccs3)nc3ccccc32)c1 | u | 6%
CCC(=O)N1CCc2cc(S(=O)(=O)NCCC(=O)NCc3ccc(C)cc3)ccc21 | -5% | -6%

Continued.
structure | Tau ThT inhib | SMN2 splice enh
CCc1ccc(CNC(=O)c2cc3c(=O)n(CC)c4ccccc4c3s2)cc1 | -2% | u
N=c1c(C(=O)NCC2CCCO2)cc2c(=O)n3ccccc3nc2n1CCCO (stereo not drawn) | 1% | -16%
Cc1ccc(-n2nc(CO)c(C(=O)NCCO)n2)cc1 | 7% | 16%
Cn1c(=O)c2c(-c3ccccc3Br)n(Cc3ccccc3)cc2n(C)c1=O | -7% | 0%
Cc1ccc2c(c1)NC(=O)c1cccnc1O2 | 8% | 1%
CCOC(=O)c1ccc(NC(=O)CCCc2nc(-c3cc(OC)c(OC)c(OC)c3)no2)cc1 | -14% | -4%
COc1ccc(NC(=O)c2ccco2)cc1NC(=O)c1ccc(C#N)cc1F | -12% | -2%
Cc1ccc(-c2nnc3c4ccccc4c(C)nn23)cc1NC(=O)c1cccc(Br)c1 | -16% | 0%
CCCn1c(=O)n(-c2ccccc2)c(=O)c2sc3ccccc3c21 | 4% | -18%
CCCCOc1ccc(-c2cc3c(=O)n(CC(=O)Nc4ccc(Cl)cc4Cl)ccn3n2)cc1 | -11% | -8%
Cc1ccc2[nH]c(=O)c3cc(C(=O)NCCCN4CCC(C)CC4)sc3c2c1 | 0% | 14%
N#Cc1c(Nc2cccc(F)c2)sc(C(=O)c2ccc(Cl)cc2)c1N | 28µM* | -8%
Cc1ccc2[nH]c(=O)c3cc(C(=O)NC4CCC(C)CC4)sc3c2c1 (stereo not drawn) | 7% | -9%
CCOC(=O)c1c(NC(=O)c2cc(=O)c3c(C)cc(C)cc3o2)sc(C)c1C | -7% | 4%
CCCOc1ccc(C(=O)Nc2ccc3nn(-c4ccc(OC)c(Cl)c4)nc3c2)cc1 | u | 4%
CCc1ccccc1N(C)C(=O)c1cc2c(=O)oc3ccccc3c2s1 | -11% | 4%
CCOCCCNC(=O)C(c1ccc(OC)cc1)N(Cc1cccs1)C(=O)c1ccc(NC(C)=O)cc1 (stereo not drawn) | 0% | 5%
Cc1ccccc1OCC(O)Cn1c(=N)n(CCN2CCCCC2)c2ccccc21 (stereo not drawn) | -14% | -48%[inhibitor]
Cc1ccc(S(=O)(=O)N2CCCC(c3nc4c(nnn4Cc4ccc(OC(F)(F)F)cc4)c(=O)[nH]3)C2)cc1 (stereo not drawn) | 11% | -4%
Cc1cc2oc(C(=O)Nc3c(C)n(C)n(-c4ccccc4)c3=O)cc(=O)c2cc1C | 2% | 25%
COCCCNc1nc2c(c(=O)n(C)c(=O)n2C)n1Cc1ccccc1 | -6% | -25%

Taken from the results shown, six compounds:
structure | Tau ThT inhib | SMN2 splice enh
CCc1ccccc1N(C)C(=O)c1cc2c(=O)oc3ccccc3c2s1 | -11% | 4%
CCOCCCNC(=O)C(c1ccc(OC)cc1)N(Cc1cccs1)C(=O)c1ccc(NC(C)=O)cc1 (stereo not drawn) | 0% | 5%
Cc1ccccc1OCC(O)Cn1c(=N)n(CCN2CCCCC2)c2ccccc21 (stereo not drawn) | -14% | -48%[inhibitor]
Cc1ccc(S(=O)(=O)N2CCCC(c3nc4c(nnn4Cc4ccc(OC(F)(F)F)cc4)c(=O)[nH]3)C2)cc1 (stereo not drawn) | 11% | -4%
Cc1cc2oc(C(=O)Nc3c(C)n(C)n(-c4ccccc4)c3=O)cc(=O)c2cc1C | 2% | 25%
COCCCNc1nc2c(c(=O)n(C)c(=O)n2C)n1Cc1ccccc1 | -6% | -25%
